Tat transport: E. coli Tat transport inhibition. E. coli MC4100 TorA-mCherry Tat export, fluorescence. inhibition, % at 10 µM. 340,000 tested, 0.036% active. AID 488895;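 active means mean replicate inhibition at least 50% and at least half of replicates individually reaching 50%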;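 further: exported cargo escapes ClpAP degradation while cytoplasmic cargo is degraded and loses fluorescence; 0% = median of neutral control wells and 100% = median of NaSCN control wells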
E coli growth: reduces bacterial viability in AddAB counter-screen; inhibition, % at 11.9 µM; 330,000 tested, 0.27% active; E. coli V3065 growth, OD600 absorbance, 18 h;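 active means inhibition above the campaign's mean inhibition across all tested compounds plus 3 SD, cut at about 9.9% in these data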;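 further: uninfected addAB+ strain grown without phage in ampicillin broth; 0% = DMSO wells and 100% = ciprofloxacin 0.95 µg/ml wells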
PvdQ inh: blocks Pseudomonas aeruginosa PvdQ acylase activity | purified PvdQ acylase, fluorescence plate reader | inhibition, % at 10 µM | 340,000 tested, 0.063% active; in the data active means inhibition above about 30%, passing the limit was not always enough;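 further: 0% = vehicle neutral wells and 100% = reference inhibitor wells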
AddAB inh: less growth of phage-infected E. coli with AddAB; E. coli expressing H. pylori AddAB, absorbance growth; inhibition, % at 11.9 µM; 330,000 tested, 0.29% active; AID 435030; in the data active means inhibition above about 12%;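 further: 0% = vehicle wells of infected cells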
Wnt bcat act: activators of Wnt/beta-catenin signaling | Wnt/beta-catenin reporter cell assay, activator, plate reader | activation, % at 9.35 µM | 300,000 tested, 1.2% active | AID 743398; in the data active means activation above about 30%, passing the limit was not always enough;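 further: 0% = neutral control wells and 100% = positive control wells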
CAL PDZ FP: human CAL PDZ-peptide interaction inhibition. 330,000 tested, 0.02% active. inhibition, % at 20 µM. purified CAL PDZ, TMR-peptide fluorescence polarization, 1 h. Q9HD26;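 active means highest replicate inhibition of at least 40%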;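 further: plate controls were DMSO neutral control wells for no effect and unlabeled competitor peptide control wells for full effect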
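Material: tagged CAL PDZ domain; buffer or medium: 25 mM sodium phosphate pH 7.4, 150 mM NaCl, TCEP, IgG, Thesit; compound dosing: single point, 20 µM; schedule: 1 h incubation at room temperature before polarization reading; measured by: FP readout, S and P plane fluorescence; read-out basis: percent inhibition from loss of millipolarization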
phage Ecoli inh: E. coli growth loss with phage present. growth absorbance. 360,000 tested, 0.26% active. inhibition, % at 11.9 µM. AID 651602; in the data active means inhibition above about 11%
DAGLB inh: blocks human DAGLB lipase activity; Q8NCG7; HEK293T DAGLB membrane lysate, EnzChek fluorogenic substrate; inhibition, % at 5.17 µM; 340,000 tested, 0.059% active; AID 504411; in the data active means inhibition above about 34%;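 further: 0% = enzyme with vehicle and 100% = wells lacking enzyme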
Target sequence (Q8NCG7 whole entry, looked up): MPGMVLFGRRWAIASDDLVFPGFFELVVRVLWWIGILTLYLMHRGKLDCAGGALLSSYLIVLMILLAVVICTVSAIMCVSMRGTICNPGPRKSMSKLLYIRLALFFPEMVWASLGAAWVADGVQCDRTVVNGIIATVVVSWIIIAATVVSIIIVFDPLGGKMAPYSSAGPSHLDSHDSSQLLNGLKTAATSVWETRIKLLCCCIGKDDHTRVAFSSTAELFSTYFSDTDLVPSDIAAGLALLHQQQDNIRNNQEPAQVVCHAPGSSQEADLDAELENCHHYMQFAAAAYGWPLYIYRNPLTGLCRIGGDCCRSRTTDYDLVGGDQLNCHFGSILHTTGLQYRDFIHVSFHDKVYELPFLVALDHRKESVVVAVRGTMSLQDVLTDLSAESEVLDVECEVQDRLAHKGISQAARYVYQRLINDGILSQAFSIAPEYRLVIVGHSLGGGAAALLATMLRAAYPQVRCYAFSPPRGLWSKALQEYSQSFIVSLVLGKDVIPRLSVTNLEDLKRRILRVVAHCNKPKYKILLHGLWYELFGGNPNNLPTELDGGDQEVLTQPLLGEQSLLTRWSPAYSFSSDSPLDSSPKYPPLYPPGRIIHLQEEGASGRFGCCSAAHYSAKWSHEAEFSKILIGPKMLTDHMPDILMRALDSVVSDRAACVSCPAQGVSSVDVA
Rtt109 Vps75: blocks Candida albicans Rtt109/Vps75 acetyltransferase activity. Q5AAJ8. purified Rtt109/Vps75, ThioGlo CoA-SH fluorescence, 4 h. inhibition, % at 34.9 µM. 330,000 tested, 0.16% active;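 active means inhibition of at least 50% in every replicate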
Target sequence (Q5AAJ8 whole entry, looked up): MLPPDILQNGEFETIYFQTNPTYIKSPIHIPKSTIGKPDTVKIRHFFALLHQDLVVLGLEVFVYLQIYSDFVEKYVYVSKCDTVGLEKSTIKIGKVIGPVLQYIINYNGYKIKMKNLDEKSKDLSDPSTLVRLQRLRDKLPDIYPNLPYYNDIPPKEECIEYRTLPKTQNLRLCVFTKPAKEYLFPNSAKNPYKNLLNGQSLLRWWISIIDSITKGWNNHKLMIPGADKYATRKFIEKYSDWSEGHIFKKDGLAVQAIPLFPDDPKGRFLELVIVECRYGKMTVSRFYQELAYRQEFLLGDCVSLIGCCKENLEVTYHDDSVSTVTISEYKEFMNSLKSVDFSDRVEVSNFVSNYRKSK
PfHsp90 set2: inhibits growth of yeast expressing Plasmodium falciparum Hsp90. S. cerevisiae expressing PfHsp90, BacTiter-Glo ATP, 48 h; yeast lacking PDR1 and PDR3 efflux regulators. inhibition, % at 9.4 µM. 310,000 tested, 0.32% active. AID 504621;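 active means every replicate shows inhibition above about 80%, whatever the replicate mean, limit read from the data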;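 further: 0% = DMSO neutral controls and 100% = 20 µM radicicol positive controls; yeast relying on Plasmodium falciparum Hsp90 in place of its own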
Numbers without * were called inactive; x = not tested or not shown. Hits appear at their usual frequency; 1.9% or so of the library scored in one or more.

item	smiles	Tat transport	E coli growth	PvdQ inh	AddAB inh	Wnt bcat act
1	Cc1cc(=O)[nH]c2nnnn12	1	-0.9	-9	1.4	2
2	O=C(CC(C(=O)O)c1ccccc1)Nc1ccccc1 (configuration not stated)	-3	0.6	-1	5.7	x
3	CCOC(=O)CC1(NC(=O)C2CCC(=O)N(CCc3ccccc3)C2)CCCCC1 (configuration not stated)	-2	-0.4	-10	1.9	2
4	CSc1nsc(/C=C/Nc2ccc(F)cc2F)c1C#N	9	0.0	0	2.9	x
5	Cc1cc(-c2ccc(C)c(S(=O)(=O)N3CCN(c4ccc([N+](=O)[O-])cc4)CC3)c2)on1	-13	0.1	-7	3.5	-8
6	Cc1c(-c2csc(N)n2)cnn1C	-7	0.6	-8	3.8	3
7	CC(=O)Nc1sc(C)c(C)c1C(=O)OCC(=O)N(C)C1CCS(=O)(=O)C1 (configuration not stated)	-4	0.2	-12	3.7	-5
8	O=C(O)c1ccccc1C(=O)Nc1ccc(-n2ccc(C(F)(F)F)n2)cc1	12	-3.0	-6	-2.3	0
9	COC(=O)[C@H]1C2CCC(C(=O)OC)(CC2)[C@H]1C(=O)OC	0	-2.2	-9	3.0	11
10	O=C(c1cccc(Br)c1)N1CCN(c2ccccn2)CC1	x	0.0	x	1.4	1
11	CCN(c1ccccc1)S(=O)(=O)c1ccc(Cl)c(NC(=O)CNC(C)c2ccccc2)c1 (configuration not stated)	6	0.0	-15	-1.0	17
12	Cc1cc([N+](=O)[O-])nn1CC(=O)N(C)Cc1ccccc1	-16	-0.9	-8	2.9	-1

item	CAL PDZ FP	phage Ecoli inh	DAGLB inh	Rtt109 Vps75	PfHsp90 set2
1	-2.2	1.7	0	-4	9
2	0.4	2.7	0	5	2
3	-2.9	2.9	2	18	-5
4	-1.1	x	1	16	-1
5	0.0	0.0	1	-7	17
6	-0.1	1.4	2	2	12
7	-0.1	2.6	-1	-1	19
8	-0.9	6.6	0	-1	18
9	-3.2	3.7	-1	-2	-2
10	x	0.6	x	x	x
11	-6.5	2.2	-13	7	16
12	x	-2.4	0	8	11

Other entries follow:
item	smiles	Tat transport	E coli growth	PvdQ inh	AddAB inh	Wnt bcat act
13	COC(=O)c1sc(NC(=O)CSc2nnnn2C)nc1C	-3	0.4	-14	4.6	18
14	O=c1c[n+]([O-])c2ccccc2n1OCc1ccccn1	3	-1.1	4	0.7	4
15	CN(C)CCCN(C(=O)C1=COCCO1)c1nc2ccc(Br)cc2s1	8	-0.7	-18	1.1	12
16	NS(=O)(=O)c1ccc(CCNS(=O)(=O)c2ccc(Cl)s2)cc1	-6	1.1	-10	-1.0	-5
17	CCOC(=O)COc1coc(CN2CCN(c3ccccc3)CC2)cc1=O	7	1.2	3	-0.2	0
18	O=C(Cc1ccc(Cl)cc1)NNC1CC(=O)N(c2ccc3ccccc3c2)C1=O (configuration not stated)	0	-0.4	-9	-0.6	-3
19	CCCc1nn(C)c2c(=O)[nH]c(-c3cc(S(=O)(=O)N4CCN(C)CC4)ccc3OCC)nc12	0	-0.9	0	-0.9	1
20	COCCOc1ccc(C(F)(F)F)cc1NC(=O)CN1C(=O)NC2(CCCc3ccccc32)C1=O (configuration not stated)	17	0.7	-2	-2.5	-1
21	CSc1nnc2c(n1)OC=Nc1ccccc1-2	-4	-1.1	-4	0.0	x
22	CCOC(=O)C1Cc2ccccc2C(=O)O1 (configuration not stated)	1	-1.2	-6	-0.8	x
23	Cc1nnc(NC(=O)C2CCCC2)s1	2	1.4	-5	2.3	0
24	Cc1occc1C(=O)NNC(=O)Nc1ccc([N+](=O)[O-])cc1	-11	2.5	5	-1.9	-1

item	CAL PDZ FP	phage Ecoli inh	DAGLB inh	Rtt109 Vps75	PfHsp90 set2
13	-1.3	2.1	0	1	0
14	-2.1	2.4	2	7	-2
15	-4.2	2.5	2	5	-2
16	0.4	7.8	1	-4	-2
17	-0.7	1.9	0	16	3
18	-0.3	1.1	-1	5	-13
19	-1.9	2.4	0	0	-19
20	-1.7	3.0	4	-2	0
21	-0.2	2.4	0	-7	11
22	0.2	2.6	0	2	11
23	-1.9	1.2	1	-10	5
24	-0.2	0.3	-1	8	3

Further entries
item	smiles	Tat transport	E coli growth	PvdQ inh	AddAB inh	Wnt bcat act
25	CC1=C(O)C(=O)C(C2=C(O)C(=O)C(C)=C(O)C2=O)=C(O)C1=O	4	x	-14	x	-6
26	COc1ccc(C(CNC(=O)c2cc(=O)[nH]c3ccccc23)N2CCCC2)cc1 (configuration not stated)	-7	1.6	-12	1.2	x
27	O=C(COC(=O)c1cccs1)Nc1ccc(S(=O)(=O)N2CCOCC2)cc1	0	2.6	-12	6.0	1
28	COc1ccc(C(=O)N/C(=C\c2cn(C)c3ccccc23)C(=O)NCCCn2ccnc2)cc1OC	-4	-5.0	-4	-0.6	3
29	Cc1ccc2c(c1)c1c(n2CC2COC(C)(C)O2)C(=O)CCC1 (configuration not stated)	1	1.2	-6	0.6	x
30	CCOC(=O)N1CCC(NC(=O)c2cc3c(-c4ccc(Cl)cc4)nn(C)c3s2)CC1	-1	-2.0	-5	0.9	-6
31	O=C(NCc1ccc(N2CCCC2=O)cc1)c1cn(CCc2ccccc2)nn1	-3	-1.9	10	-1.7	x
32	CCOc1ccc(-c2nc(-c3ccccc3)no2)cc1OCC	22	-1.2	-4	-1.6	-1
33	COc1ccc(-c2noc(CCC(=O)NCC3CCCO3)n2)cc1OC (configuration not stated)	0	-2.6	-19	-0.3	1
34	CCN(CC)C(=O)Cn1c(=O)n(CCCC(=O)NCc2ccccc2)c(=O)c2sccc21	-5	0.7	-15	0.4	0
35	CC(C)(C)OC(=O)C[C@@H]1C/C=C\C[C@@H](CC(=O)N[C@H](CO)Cc2ccccc2)C(=O)NC[C@@H](c2ccccc2)OC1=O	10	-0.2	-16	2.5	-1
36	CCCCCCCC1(C)NC(=O)NC1=O (configuration not stated)	3	0.6	-9	2.7	3

item	CAL PDZ FP	phage Ecoli inh	DAGLB inh	Rtt109 Vps75	PfHsp90 set2
25	0.5	7.7	-5	-14	-1
26	x	3.1	2	2	x
27	-3.7	-0.8	1	-1	-1
28	-1.7	0.0	3	3	10
29	-2.0	1.6	-3	-13	4
30	-0.7	3.2	1	-11	0
31	x	1.0	1	-6	-8
32	-0.6	0.8	-2	9	11
33	-2.4	-0.6	0	-11	0
34	0.4	3.1	-1	-3	-19
35	-0.7	1.2	-1	5	-12
36	0.0	1.1	-1	-1	-18

(cont.)
item	smiles	Tat transport	E coli growth	PvdQ inh	AddAB inh	Wnt bcat act
37	Cc1ccc(CNC(=O)c2ccc(NS(=O)(=O)c3c(C)noc3C)cc2)cc1	0	-0.6	5	0.3	x
38	O=C(NCCN1CCN(c2ccccc2F)CC1)c1cccn2c(=O)c3ccccc3nc12	-2	-3.2	-8	-1.5	x
39	CC(c1cccs1)N(C(=O)Nc1ccccc1)C1CCCCC1 (configuration not stated)	-6	-0.2	-6	3.1	-2
40	COc1ccc(/C=N/N2CCOCC2)cc1COc1ccc(Cl)cc1	5	0.9	7	2.6	-4
41	O=C(Nc1ccc(NC(=S)NC(=O)c2cccs2)cc1)c1ccco1	-33	4.4	-3	1.6	1
42	Cn1cc([N+](=O)[O-])c(C(=O)Nc2ccc(-c3nc4ccccc4o3)cc2)n1	-5	-0.4	9	-1.9	4
43	O=C(CN1CCCCC1)Nc1ccc(S(=O)(=O)N2CCOCC2)cc1	-3	-2.6	-2	-1.8	x
44	O=C(CCl)c1ccc2c(c1)CCN2C(=O)C1CCCCC1	-1	-2.0	-3	-1.2	0
45	CCC(=O)Nc1ccc(S(=O)(=O)NCCc2ccccc2)cc1	-5	2.1	2	1.8	-3
46	CCNc1nc(NC(C)C)nc(N(n2cnnc2)S(=O)(=O)c2ccc(C)cc2)n1	15	0.1	-8	-1.2	-2
47	O=C(c1ccccc1F)N1CCN(c2ccccc2F)CC1	-2	-0.6	0	0.1	-5
48	CC(=O)Nc1ccc2nc(SCC(=O)N3CCOCC3)sc2c1	-1	0.0	-4	0.7	-1

item	CAL PDZ FP	phage Ecoli inh	DAGLB inh	Rtt109 Vps75	PfHsp90 set2
37	-2.3	3.2	0	9	2
38	0.6	1.2	-1	-1	5
39	1.0	1.6	0	-3	-13
40	-1.0	2.0	-4	12	-70
41	0.0	1.9	0	11	7
42	-0.6	0.2	2	-4	10
43	-2.5	2.0	1	-22	-1
44	-1.9	0.1	3	-3	x
45	-0.1	1.6	2	-1	-3
46	-0.5	-1.8	-2	-3	26
47	-0.5	0.8	-4	-8	x
48	-1.4	2.7	1	5	19

A different layout for 2 compounds above:
Every second line gives: Tat transport	E coli growth	PvdQ inh	AddAB inh	Wnt bcat act	CAL PDZ FP	phage Ecoli inh	DAGLB inh	Rtt109 Vps75	PfHsp90 set2
(38) O=C(NCCN1CCN(c2ccccc2F)CC1)c1cccn2c(=O)c3ccccc3nc12
→ -2	-3.2	-8	-1.5	x	0.6	1.2	-1	-1	5
(47) O=C(c1ccccc1F)N1CCN(c2ccccc2F)CC1
→ -2	-0.6	0	0.1	-5	-0.5	0.8	-4	-8	x

Five of the entries above in order of their number in CAL PDZ FP, high to low:
#	SMILES	CAL PDZ FP
22	CCOC(=O)C1Cc2ccccc2C(=O)O1 (configuration not stated)	0.2
32	CCOc1ccc(-c2nc(-c3ccccc3)no2)cc1OCC	-0.6
4	CSc1nsc(/C=C/Nc2ccc(F)cc2F)c1C#N	-1.1
28	COc1ccc(C(=O)N/C(=C\c2cn(C)c3ccccc23)C(=O)NCCCn2ccnc2)cc1OC	-1.7
29	Cc1ccc2c(c1)c1c(n2CC2COC(C)(C)O2)C(=O)CCC1 (configuration not stated)	-2.0

Going on with the list.
item	smiles	Tat transport	E coli growth	PvdQ inh	AddAB inh	Wnt bcat act
49	O=C1c2ccccc2NC(c2ccco2)N1/N=C/c1ccco1 (configuration not stated)	-5	0.8	2	3.6	1
50	Cc1cc(C)cc(OCCCn2ccnc2)c1	-7	1.0	-25	1.7	-1
51	CSCC[C@H](NC(=O)OC(C)(C)C)C(=O)N/N=C/c1ccc2nccnc2c1	-4	-0.4	8	-1.4	0
52	COc1ccc(-c2cc(C(=O)Nc3cc(C)on3)no2)cc1OC	4	0.8	-7	0.4	4
53	Cc1cc(C)cc(NC(=S)N2CCC(NC(=O)c3ccccc3C)CC2)c1	4	3.5	-4	5.4	0
54	Cc1ccccc1-n1c(O)c(/C=N/N2CCCCC2c2cccnc2)c(=O)[nH]c1=O (configuration not stated)	1	1.1	7	2.3	2
55	CC1C(=O)C(C)(C)C(=O)OC1c1ccc([N+](=O)[O-])cc1 (configuration not stated)	2	-0.3	-3	-2.4	1
56	CC(C)CC(NC(=O)C1CCC(=O)N1C(=O)OCc1ccccc1)C(=O)NC(Cc1ccccc1)C(N)=O (configuration not stated)	-1	-1.1	-6	1.4	-2

item	CAL PDZ FP	phage Ecoli inh	DAGLB inh	Rtt109 Vps75	PfHsp90 set2
49	-0.7	-0.9	2	-6	-5
50	-0.4	5.3	1	1	-9
51	-1.6	2.4	-1	-1	7
52	-1.6	-2.5	-4	-4	-19
53	-0.4	5.7	1	1	-1
54	-0.3	1.7	-3	2	-7
55	-0.2	2.2	-2	x	13
56	-2.2	4.3	3	-6	-14

Assay outcomes as filed in PubChem BioAssay.
